Lamin A splicing – modulators of lamin A splicing; HeLa LMNA splicing GFP/RFP minigene ratio, 48 h; Potency, µM (highest dose often 46.1 µM), for the others: at the top dose ratio change, negative = inhibition, hits mostly inhibitors; actives 0.01% (n = 200,000); active = well fitted inhibition curve with a large enough effect in the signal ratio, with a control signal flat, not every such curve was filed as active; inconclusive = small, poorly fitted or top-dose-only effect, or effect the other way, or a change in a side signal; the % refers to the signal ratio; note: potency is the fitted concentration of half-maximal effect; % is set by controls: 0 for no effect and ±100 for the full control effect
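Read-out is the ratio of GFP to DsRed2 object intensity, acquired by 488 nm laser-scanning cytometry on HeLa lamin A-EGFP minigene reporter cells. Compound incubation 48 hrs at 37 °C in Opti-MEM with 2% FBS; DMSO 0.5% final.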
IMPase Li inh – membrane-permeable IMPase blocker, potentiated with lithium; CHO-M1 cells, IP1 TR-FRET (IP-One), carbachol + lithium; Potency, µM (doses to about 59.4 µM), without a hit: at the top dose activity, negative = IMPase inhibition, hits mostly inhibitors; actives 0.35% (n = 210,000); AID 1457;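 note: IP1 builds up when IMPase is blocked and the TR-FRET signal falls; potency is the fitted concentration of half-maximal effect; plate controls were basal vehicle for no effect and high inhibitor control for full effect; nearly all actives have a fitted effect of over 50% in size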
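CHO-M1, 2000 cells/well, 16–30 h culture; cpd + low Li+, 30 min 37C; lysis with d2-IP1/Eu-anti-IP1 Ab, 10 min RT; TR-FRET 665/620 ratio and 620 channel; AC50 via Hill.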
NPSR antag – blocks cAMP signaling of the human neuropeptide S receptor; Q6W5P4; CHO-NPSR cells, cAMP TR-FRET, antagonist mode; Potency, µM (top dose mostly 38.3 µM), inactives show at the highest dose activity change, negative = inhibition, actives largely listed as inhibitors; actives 1% (n = 220,000); AID 1461; note: potency is the fitted concentration of half-maximal effect; % is set by controls: 0 for no effect and ±100 for the full control effect; nearly all actives have a fitted effect of over 50% in size; many of its hits are not listed in these tables
Target sequence (Q6W5P4 whole entry, looked up): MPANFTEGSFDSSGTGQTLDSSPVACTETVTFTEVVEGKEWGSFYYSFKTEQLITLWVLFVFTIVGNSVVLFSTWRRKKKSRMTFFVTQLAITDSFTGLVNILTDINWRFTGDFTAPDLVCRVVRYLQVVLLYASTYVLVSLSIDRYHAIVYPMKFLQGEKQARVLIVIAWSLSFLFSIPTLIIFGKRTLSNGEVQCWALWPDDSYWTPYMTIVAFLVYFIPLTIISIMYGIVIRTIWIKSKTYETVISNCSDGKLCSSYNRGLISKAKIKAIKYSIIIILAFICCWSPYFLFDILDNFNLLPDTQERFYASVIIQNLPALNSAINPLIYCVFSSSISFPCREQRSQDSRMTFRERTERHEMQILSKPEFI
Epigenetic reg – epigenetic control regulation, reporter derepression. murine LDR cells, GFP reporter derepression, 30 h. Potency, µM (titrated, usually from 53.9 µM), without a hit: at the top dose GFP activation, most hits filed as activators. actives 0.2% (n = 280,000). AID 1865; note: potency is the fitted concentration of half-maximal effect; % of control where 0% means no effect; nearly all actives have a fitted effect of over 60% in size
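Reporter derepression read as number of fluorescent GFP-positive objects, 20-120 um in size, counted by laser-scanning cytometer. Mouse LDR line with an epigenetically silenced CMV-GFP locus; compound incubation 30 h, 37 C.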
CBFb-RUNX1 inh – inhibitors of human CBF-beta and RUNX1 interaction. Q01196+Q13951. AlphaScreen CBFb-His/RUNX1-biotin binding, biochemical. Potency, µM (titrated, usually from 59.8 µM), for the others: at the highest dose activity, negative = inhibition, usual class: inhibitors. 230,000 tested, under 10 active; note: % of control where 0% means no effect
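Proteins preincubated together for 20 min at RT before compound addition; 15 min later, nickel and streptavidin beads were added and left 90 min prior to AlphaScreen measurement.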
GLA spleen mod – inhibitors or activators of human alpha-galactosidase in spleen homogenate | P06280 | human spleen homogenate, 4MU-alpha-Gal fluorescence, 40 min | Potency, µM (titrated, usually from 80 µM), for inactives: top-dose activity change, negative = inhibition, actives largely listed as inhibitors | actives 0.008% (n = 240,000);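 note: potency is the fitted concentration of half-maximal effect; 0% = enzyme with vehicle and -100% = no enzyme basal signal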
Target sequence (P06280 32-429 limits assumed): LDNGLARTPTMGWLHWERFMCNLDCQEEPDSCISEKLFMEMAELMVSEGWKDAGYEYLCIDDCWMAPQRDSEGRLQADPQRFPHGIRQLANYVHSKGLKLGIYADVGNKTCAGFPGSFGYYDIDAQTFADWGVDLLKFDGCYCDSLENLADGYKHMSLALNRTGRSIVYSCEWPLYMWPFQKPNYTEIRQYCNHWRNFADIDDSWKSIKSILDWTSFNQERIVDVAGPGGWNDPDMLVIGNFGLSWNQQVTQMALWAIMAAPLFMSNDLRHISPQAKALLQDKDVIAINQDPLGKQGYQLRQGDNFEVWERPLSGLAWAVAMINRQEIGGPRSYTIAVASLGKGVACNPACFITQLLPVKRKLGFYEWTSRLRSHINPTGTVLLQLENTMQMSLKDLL
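Fluorogenic readout (Ex 365/Em 440 nm) of 4-methylumbelliferone released from 1 mM 4-MU-alpha-galactoside by spleen homogenate, 40 min at 37C, pH 5.0. Data normalized to no-enzyme and enzyme controls; Hill-equation AC50 from compound titrations.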
Luc counter – counter-screen: inhibitors of Kinase-Glo firefly luciferase; actives 0.28% (n = 200,000); Kinase-Glo luciferase, ATP luminescence, 8 min; Potency, µM (doses to about 38.3 µM), for inactives: at the top dose activity change, negative = inhibition, hits mostly inhibitors; Q27757; note: potency is the fitted concentration of half-maximal effect; % is set by controls: 0 for no effect and ±100 for the full control effect; nearly all actives have a fitted effect of over 60% in size
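Light output from Kinase-Glo luciferase with luciferin and 10 uM ATP in 50 mM imidazole pH 7.2, KCl, MgCl2, Tween 20, BSA; compound pin-delivered, 8-min ambient incubation, then luminescence read.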
Numbers without * were called inactive; ? = inconclusive; . = no result given; & = joins results of further samples; [ ] = remark or other dose. Unless noted, calls come from the whole dose curve; as a rule, active = well fitted curve in the direction sought with a large enough effect; inconclusive = small, poorly fitted or top-dose-only effect, or another doubt; inactive = no such curve, though single readings can be large; an effect the other way counts as inactive or inconclusive. This is a subset, so the mix of outcomes need not match the whole.

SMILES	Lamin A splicing	IMPase Li inh	NPSR antag	Epigenetic reg	CBFb-RUNX1 inh	GLA spleen mod	Luc counter
O=c1c(/C=C(\O)c2ccc(F)cc2)nc2ccccc2n1-c1ccccc1	?	50.2%[activator][38.3 µM]	?	12.6µM*	-6.3%	6.4%	-2.4%
Cc1cc(OCC(=O)Nc2ccc3oc(-c4ccncc4)nc3c2)ccc1Cl	5.2%	-2.6%[38.3 µM]	-4.8%[46.1 µM]	-0.7%	15.3%	1.4%	-0.7%
O=C1CN(/N=C/c2ccc([N+](=O)[O-])o2)C(=O)N1	?	1.5%&1.1%&-12.4%	-27.1%	0.0%&-1.3%	27.7%	-7.7%&-4.7%&2.4%	13.1%&-10.0%
Nc1nc(SCC(=O)Nc2cc(C(F)(F)F)ccc2N2CCOCC2)n[nH]1	13.7%[46 µM]	?	3.0%	-8.5%	-2.1%	-5.8%	0.6%
COc1ccc(/C=C/c2cc(=O)c3cc(Cl)ccc3o2)cc1	1.6%	13.5%	-23.9%	-1.8%	18.8%	-2.8%	-0.1%
CCOc1c(Cl)cc(CNCC(C)C)cc1OC	-0.8%	39.7%[activator][38.3 µM]	-18.9%[46.1 µM]	-0.1%	10.2%	7.4%	-2.4%
O=C(Nc1ccccc1)c1cc([N+](=O)[O-])ccc1NC1CCCCC1	-9.8%	.	-13.4%[46.1 µM]	0.1%	-29.7%	-0.6%	.
Cc1ccccc1-n1c(=O)cc(N2CCN(C(=O)c3ccco3)CC2)[nH]c1=O	-7.9%	-1.1%	7.7%[46.1 µM]	0.0%	3.6%	19.8%	1.7%
COC(=O)C(/C=C/C(C)Cc1cc(Br)cc(OCc2ccccc2)c1OC)OCc1ccccc1 (centres undefined)	.	.	.	0.8%[10.1 µM]	0.6%[13.1 µM]	-0.3%[17.5 µM]	.
CCOC(=O)CSc1nc2c(sc(=S)n2-c2ccccc2OC)c(=O)n1Cc1ccco1	17.6%	14.8%[38.3 µM]	?	0.0%	-23.1%	3.5%	2.1%
COc1cc(C)c(S(=O)(=O)N2CCOCC2)cc1C(C)C	-3.5%	2.7%[38.3 µM]	-3.5%[46.1 µM]	-1.1%	10.4%	-1.0%	1.6%
Cc1ccc2c(CN3CCN(S(=O)(=O)/C=C/c4ccccc4)CC3)cc(=O)oc2c1	?	2.9%	-8.5%	-1.3%	18.2%	2.1%	0.3%
CCOC(=O)N1CCN(CCC(=O)Nc2ccc(Br)cc2)CC1	?	26.6%[38.3 µM]	-0.2%[46.1 µM]	-0.7%	8.6%	5.8%	-1.8%
COc1ccc(NC(=O)c2ccc(Br)o2)c([N+](=O)[O-])c1	8.6%	2.7%[38.3 µM]	-0.3%[46.1 µM]	?	-4.3%	-3.8%	-9.7%
COc1ccccc1N1C(=O)[C@@H]2C(C(=O)CN3C(=O)c4ccccc4C3=O)=NN[C@@H]2C1=O	.	.	11.5%	0.0%	5.7%	9.1%	.
COc1ccccc1C(=O)Nc1ccc2oc(-c3ccc(F)cc3)nc2c1	4.4%	21.3%[38.3 µM]	4.1%[46.1 µM]	0.0%	-4.8%	0.6%	-0.8%
Cc1ccc(NC(=O)c2ncn[nH]2)cc1	.	1.6%	8.5%	-1.1%	-3.8%	-5.5%	-0.9%
CCOC(=O)CC(=O)c1cc(OC)c(OC)c(OC)c1	18.1%	24.6%[38.3 µM]	-8.2%[46.1 µM]	0.0%	19.4%	-4.0%	-1.3%
COc1ccc(OCCNC(=O)C(Cc2c[nH]c3ccccc23)NC(C)=O)cc1 (centres undefined)	6.3%[9.22 µM]	0.7%	10.3%	0.0%	-4.6%	-6.7%	2.1%
CCOC(=O)c1c(C)oc2c1c1c(c3ccccc32)OCN(CCCC(=O)O)C1	.	.	-1.5%	-1.7%	-8.0%	6.7%	.
NC(=O)CSc1nnc(-c2ccccn2)n1Cc1ccco1	.	.	12.3%	6.7%	3.4%	7.6%	.
COc1cc(O)c(C(CCN2CCN(c3ccccc3)CC2)c2ccc(N(C)C)cc2)c(OC)c1 (centres undefined)	.	.	-26.7%	0.5%	.	5.7%&-9.7%	.
O=S(=O)(Nc1cccc(-c2nnco2)c1)c1ccc(Cl)cc1	.	.	-5.8%	0.9%	1.7%	8.3%	.
Cc1ccc(/C=N/NC(=O)CNC(=O)c2cccs2)o1	.	-14.5%	10.2%	2.2%	5.2%	8.1%	-4.1%
CC(=O)/C(N=Nc1ccc(C(=O)O)cc1[N+](=O)[O-])=C(\C)O	.	.	4.5%	7.5%	-12.3%	?	.
The list continues:
SMILES	Lamin A splicing	IMPase Li inh	NPSR antag	Epigenetic reg	CBFb-RUNX1 inh	GLA spleen mod	Luc counter
O=S(=O)(CCOc1ccccc1)c1nc2ccccc2[nH]1	?	26.7%[38.3 µM]	5.8%[46.1 µM]	-1.1%	5.1%	3.4%	-1.5%
COC(=O)NCC(c1ccco1)N1CCN(c2ccc(OC)cc2)CC1 (centres undefined)	.	9.0%	15.0%	-3.9%	-0.8%	4.2%	1.6%
CCc1nnc(N/N=C/c2c(C)[nH]c3ccccc23)n1N	?	30.8%[activator]	-25.1%	-0.3%	0.1%	5.8%	4.2%
COc1cc(CO)ccc1OCC(=O)Nc1ccc(Br)cc1	3.1%[46 µM]	8.1%	-3.5%	-1.5%	5.4%	-5.3%	0.7%
O=C(c1ccccc1-n1cccn1)N1CCc2c([nH]c3ccccc23)C1c1ccccn1 (centres undefined)	.	-0.5%	15.6%	-0.1%	0.8%	-7.2%	.
COc1ccccc1Nc1ccncc1[N+](=O)[O-]	31.5%[46 µM]	18.7%	32.0%	2.2%	1.7%	-15.3%	1.7%
C/C(=N/NC(=O)CSc1nc2ccccc2s1)c1ccncc1	.	.	12.6%	-1.3%	-3.3%	-1.9%	.
COc1cc(NC(=S)NC(=O)c2ccc(F)cc2)ccc1NC(=O)c1ccco1	0.5%	-8.1%	7.4%	1.0%	-4.6%	-7.4%	-0.4%
CN(C(=O)c1ccno1)c1nnc(-c2ccccn2)s1	-3.2%	-7.8%[38.3 µM]	-8.4%[46.1 µM]	-0.9%	-5.5%	-1.7%	-4.8%
C=CCn1c(=O)c(C(=O)Nc2cccnc2)c(O)c2ccccc21	?	5.2%	-12.6%[46.1 µM]	-1.2%	6.0%	9.8%	0.2%
CC[C@@H]1Cn2c(c3nc(-c4cc(Cl)cc(Cl)c4Cl)nc-3n(C)c2=O)N1	.	12.3%	.	-1.5%	7.7%	-0.7%	-2.1%[39.9 µM]
CCN1C(=O)CCC(C(=O)O)C1c1ccc(OC)cc1 (centres undefined)	-18.7%[46 µM]	.	-15.6%	0.0%	28.3%	2.2%	.
CN(C)c1nc(C#N)nc(N2CCOCC2)n1	16.4%	?	6.5%[46.1 µM]	-0.9%	3.5%	-2.8%	-4.8%
COc1cc(S(=O)(=O)N(Cc2cccs2)CC2CCCO2)ccc1-n1cnnn1 (centres undefined)	-0.1%	21.8%[38.3 µM]	-13.1%[46.1 µM]	-0.7%	8.5%	4.2%	-6.8%
COc1cc(CN2CCN(C(C)C)C(CCO)C2)ccc1OCc1ccccc1 (centres undefined)	.	7.0%	-7.8%	0.0%	-0.6%	-2.4%	-1.6%
O=C(OCC(=O)N1CCOCC1)c1ccccc1SCC(=O)N1CCCC1	-5.2%	-13.3%[38.3 µM]	?	-1.7%	-3.7%	5.5%	-9.8%
N#Cc1c(-c2ccco2)cc(C2CC2)nc1SCC(=O)c1ccccc1	8.7%	.	5.8%[46.1 µM]	1.0%	0.6%	-1.6%	.
C[C@@H](C(=O)NCC1CC1)[C@H]1C[C@]1(C)[C@H](NC(=O)OCc1ccccc1)c1ccccc1	-8.1%	10.5%&1.9%	-15.9%	1.6%&-1.0%	-8.6%[2.36 µM]	-7.5%&-5.4%	-2.9%&-1.3%
CCOn1c(=O)c(-c2ccc(OC)cc2)[n+]([O-])c2ccccc21	4.3%	0.1%[38.3 µM]	-20.0%[46.1 µM]	0.0%	5.0%	5.5%	-2.2%
O=S(=O)(NCC(c1cccnc1)N1CCN(c2ccc(F)cc2)CC1)c1cccs1 (centres undefined)	-2.4%	13.2%[38.3 µM]	-11.4%[46.1 µM]	-0.8%	5.3%	7.7%	-0.1%
CCCCNC(=O)c1ccc(SCC(=O)N(CC)CC)c([N+](=O)[O-])c1	.	3.7%	-2.5%	-3.3%	-2.3%	-3.4%	0.0%
CCOC(=O)c1ccc(NC(=O)COc2ccccc2CNCCc2ccccc2)cc1	.	19.6%	?	-1.2%	4.4%	0.2%	-1.9%
COc1ccccc1CNC(=O)C(C)c1ccc([N+](=O)[O-])cc1 (centres undefined)	9.7%[46 µM]	9.5%	-11.0%	2.7%	6.6%	5.5%	1.6%
COc1ccc(OC)c(C(=O)CSc2nnc(Cc3cccs3)n2CCc2ccccc2)c1	?	?	?	-2.6%	1.8%	10.2%	0.7%
COc1ccccc1/C=C/C=N/NC(=O)Cc1cccs1	?	5.3%	-12.9%	-1.0%	2.2%	1.7%	-0.2%
CCCCc1ccc(S(=O)(=O)NNC(=S)NCc2ccco2)cc1	12.7%	3.1%	8.1%	-0.4%	-1.3%	-6.0%	3.2%
CCCNC(=O)NCCc1c(C)[nH]c2ccccc12	0.2%	15.8%[38.3 µM]	-25.7%[46.1 µM]	0.8%	-1.3%	1.0%	-0.9%
NC(=O)NC(=O)COC(=O)c1ccccc1Oc1ccccc1	8.0%	2.7%[38.3 µM]	-5.5%[46.1 µM]	-0.8%	-2.3%	5.2%	0.5%
CCOC(=O)N1CCN(Cc2nc3ccc([N+](=O)[O-])cc3c(=O)n2-c2cccc(OC)c2)CC1	-26.6%[46 µM]	7.5%	-12.5%	0.0%	-11.1%	5.4%	-1.5%

Single records (already shown).
Shown for `CCOC(=O)N1CCN(Cc2nc3ccc([N+](=O)[O-])cc3c(=O)n2-c2cccc(OC)c2)CC1` = Lamin A splicing = -26.6%[46 µM]; IMPase Li inh = 7.5%; NPSR antag = -12.5%; Epigenetic reg = 0.0%; CBFb-RUNX1 inh = -11.1%; GLA spleen mod = 5.4%; Luc counter = -1.5%
Shown for `CCOC(=O)c1ccc(NC(=O)COc2ccccc2CNCCc2ccccc2)cc1` = Lamin A splicing = .; IMPase Li inh = 19.6%; NPSR antag = ?; Epigenetic reg = -1.2%; CBFb-RUNX1 inh = 4.4%; GLA spleen mod = 0.2%; Luc counter = -1.9%

High-throughput results (PubChem)
